Compound activity: PubChem, several laboratories
TLR4-MyD88 BLA – inhibitors of human TLR4-MyD88 binding; O00206+Q99836; HeLa CL3-4 TLR4/MyD88 BLA complementation, FRET ratio; inhibition, % at 8.4 µM; 200,000 tested, 0.18% active; AID 861; in the data active means inhibition above about 25%;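 further: 0% = vehicle and 100% = reference inhibitor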
Target sequence (O00206 whole entry, looked up): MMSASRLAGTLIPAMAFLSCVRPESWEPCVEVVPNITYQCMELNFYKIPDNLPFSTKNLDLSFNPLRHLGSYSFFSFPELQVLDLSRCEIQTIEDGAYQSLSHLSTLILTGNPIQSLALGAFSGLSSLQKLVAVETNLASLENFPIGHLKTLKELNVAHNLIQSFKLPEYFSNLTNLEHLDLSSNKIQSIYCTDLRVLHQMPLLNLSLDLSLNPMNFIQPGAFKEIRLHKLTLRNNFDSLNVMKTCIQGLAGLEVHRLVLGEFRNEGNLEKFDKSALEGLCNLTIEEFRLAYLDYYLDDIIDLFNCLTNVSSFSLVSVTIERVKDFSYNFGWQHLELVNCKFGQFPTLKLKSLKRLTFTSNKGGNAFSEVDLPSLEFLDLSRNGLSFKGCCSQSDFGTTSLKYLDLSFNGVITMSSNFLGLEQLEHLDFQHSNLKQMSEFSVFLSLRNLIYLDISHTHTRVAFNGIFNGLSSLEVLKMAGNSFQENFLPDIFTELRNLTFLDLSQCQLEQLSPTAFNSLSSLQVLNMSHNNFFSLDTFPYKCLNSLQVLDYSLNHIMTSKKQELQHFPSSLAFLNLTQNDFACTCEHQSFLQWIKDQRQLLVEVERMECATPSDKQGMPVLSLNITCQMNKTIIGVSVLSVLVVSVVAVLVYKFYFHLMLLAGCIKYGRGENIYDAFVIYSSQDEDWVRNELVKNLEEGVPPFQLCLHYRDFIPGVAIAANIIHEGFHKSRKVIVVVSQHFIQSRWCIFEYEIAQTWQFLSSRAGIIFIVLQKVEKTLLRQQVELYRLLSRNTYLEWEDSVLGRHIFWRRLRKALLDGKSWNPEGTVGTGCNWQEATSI
Target sequence (Q99836 whole entry, looked up): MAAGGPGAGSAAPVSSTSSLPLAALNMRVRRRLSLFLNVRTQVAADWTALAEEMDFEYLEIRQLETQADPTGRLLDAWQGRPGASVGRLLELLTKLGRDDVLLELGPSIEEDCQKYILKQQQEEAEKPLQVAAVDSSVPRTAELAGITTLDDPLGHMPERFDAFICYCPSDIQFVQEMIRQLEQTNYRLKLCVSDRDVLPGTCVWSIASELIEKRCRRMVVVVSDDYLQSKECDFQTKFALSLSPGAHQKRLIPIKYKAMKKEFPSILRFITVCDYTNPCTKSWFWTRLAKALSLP
L major viab – Leishmania major promastigote growth inhibition | Leishmania major promastigotes, resazurin fluorescence viability | inhibition, % at 10 µM | 200,000 tested, 9% active | AID 1063;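 further: promastigotes grown with compound for 44 hours at 28 °C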
G6PDH counter – L. mesenteroides G6PDH inhibition counter-screen; AID 1020; 200,000 tested, 0.12% active; inhibition, % at 5 µM; Purified L. mesenteroides G6PDH, diaphorase/resazurin coupled fluorescence, 45 min
S1P3 antag – S1P3 (human) receptor antagonism. 170,000 tested, 0.27% active. Q99500. inhibition, % at 4.98 µM. CHO S1P3 NFAT-BLA reporter, FRET fluorescence, antagonist mode;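 active means inhibition above the plate cutoff, the mean inhibition of test wells on that plate plus 3 SD, cut at about 28% in these data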;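 further: cells challenged with S1P at its EC80 of 0.8 µM; blue over green emission ratio from cleaved BLA substrate after 4 h stimulation; 0% = S1P-stimulated wells and 100% = unstimulated DMSO-only wells; some compounds past the cut are filed as inactive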
Redox H2O2 prof – compounds producing H2O2 with reducing agent – biochemical, NIH compound library profiling, artefact control for MLSCN library redox annotation, primary screen; DTT-dependent redox cycling H2O2, phenol red/HRP absorbance; 100% = 100 µM peroxide control, 0% = buffer; activation, % at 10 µM; 200,000 tested, 0.03% active;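 active means activation of at least 50% relative to the plate's high and low controls in the primary single-dose screen; inactive means activation below 50%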;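 further: compound incubated with DTT at 0.8 mM final as the reducing agent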
Hsp70 activator – Hsp70 transcriptional activation, primary screen | activation, % at 10 µM | 200,000 tested, 0.04% active | HeLa Hsp70 promoter luciferase reporter, luminescence; scaled: vehicle 0, proteasome-inhibitor control 100%;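 active means activation above the mean across all tested compounds plus 3 SD, cutoff set per campaign, cut at about 5.5% in these data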;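 further: 100% = MG132 at 30 µM as the positive control and 0% = DMSO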
Diaphorase inh – inhibits diaphorase or chemically oxidizes, flagging diaphorase assay artifacts | 190,000 tested, 0.69% active | inhibition, % at 20 µM | diaphorase resazurin-to-resorufin fluorescence, NADH, 16 min; bacterial (C. kluyveri) enzyme, not human;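 active means primary screen inhibition at 20 µM above a set limit, cut at about 50% in these data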;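 further: plate controls were DMSO with full reaction for no effect and wells lacking NADH for full effect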
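Test system: bacterial diaphorase enzyme (C. kluyveri); Quantity: 0.14 U/mL diaphorase, enzyme working solution; Times: reaction incubation of 16 min at room temperature; Measured by: fluorescence of resorufin formed from resazurin, Ex 544/Em 590 nm; Benchmarks: positive control minus NADH, DMSO neutral control.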
PMI act – increases human mannose-6-phosphate isomerase activity; P34949; purified human PMI, coupled resazurin fluorescence, 20 min; stronger effect = higher value; 1 = vehicle control, 0 substrate-free wells; activation factor at 20 µM; 190,000 tested, 0.005% active;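 active means activation factor of 2 or more at 20 µM, relative to plate controls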
PMI act hi M6P – activators of human phosphomannose isomerase at near-saturating mannose 6-phosphate; P34949; coupled PMI enzyme assay, resazurin fluorescence, 20 min; stronger effect = higher value; 1 = untreated enzyme, 0 = substrate-free blank; activation factor at 20 µM; 190,000 tested, 0.34% active;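 active means activation factor of 2 or more at 20 µM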
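Test system: human PMI in coupled enzyme assay; Input: PMI at 15 ng/mL final; Medium: HEPES buffer, pH 7.4; Schedule: 20 min incubation at room temperature; Technique: resorufin fluorescence at Ex 544/Em 590 nm; Compound: 20 µM single dose; Probe or stimulus: Near-saturating mannose-6-phosphate, 1.0 mM.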
Diaphorase act – activates diaphorase or chemically reduces, flagging diaphorase assay artifacts; 190,000 tested, 0.005% active; activation factor at 20 µM; Diaphorase/resazurin coupled assay, resorufin fluorescence, 16 min; stronger effect = higher value; 1 = vehicle wells, 0 = NADH-free wells;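 active means diaphorase activity raised at least twofold by the compound at 20 µM; inactive means activation factor below 2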
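Assay system: Purified diaphorase enzyme from Clostridium kluyveri | Amount: Enzyme 0.07 U/mL final | Dosing: Compound 20 µM once, DMSO 1% | Timing: 16 min reaction at room temperature | Detection: Fluorescence, excitation 544 nm and emission 590 nm | Evaluation: Higher resorufin formation from activation or reduction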
RAM inhibit – blocks the yeast RAM network. S. cerevisiae dse1pr::URA3 reporter, 5-FOA growth OD615, 2 d; analog-sensitive cbk1-as2 kinase mutant strain. inhibition, % at 50 µM. 190,000 tested, 1.8% active. AID 868;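 active means inhibition above a set limit, 3 SD over mean compound inhibition, cut at about 8.4% in these data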;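 further: 0% = DMSO-only wells with no growth and 100% = 10 µM 1-NA-PP1 full growth; inhibition rescues growth on 5-FOA so higher OD means more RAM inhibition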
Active calls of the source: *; . = no result given. Unless noted, no stated cut-off is given here; in the data, active means inhibition above about 50%; inactive means the rest.

Values run as follows: TLR4-MyD88 BLA	L major viab	G6PDH counter	S1P3 antag	Redox H2O2 prof	Hsp70 activator	Diaphorase inh	PMI act	PMI act hi M6P	Diaphorase act	RAM inhibit
#1 O=C(NC1CCCC1)C(c1ccccc1)N(Cc1ccco1)C(=O)Cc1cccs1 (stereo unspecified)
    -5	44	-2	.	-3.8	-0.1	16	1	0.9	0.8	5.6
#2 COc1cc(NS(=O)(=O)c2ccc(N/C=C(\C=O)c3nc4cc(Cl)ccc4o3)cc2)nc(OC)n1
    -9	-6	-4	.	0.3	-0.4	12	1	1	0.9	6.2
#3 O=C(N/N=C/c1cccc(OCC(=O)N2CCCC2)c1)C(=O)Nc1ccccc1F
    -7	-9	-4	3	0.0	-0.3	23	1	0.9	0.8	2.2
#4 Cc1ccc(C(NC(=O)/C=C\c2ccc3c(c2)OCO3)C(=O)Nc2ccc3c(c2)OCO3)cc1 (stereo unspecified)
    2	100*	3	1	0.3	-0.2	7	1	1	0.9	3.9
#5 Cc1ccc2c(c1)c(C)c(C)n2CC(O)CN1CCCCC1C (stereo unspecified)
    12	26	14	10	-0.8	-0.4	4	1	1	1	1.7
#6 CCN(C(=O)CN1CCN(c2cccc(C(F)(F)F)c2)CC1)c1c(N)n(Cc2ccccc2)c(=O)[nH]c1=O
    3	-4	7	-15	-1.1	-0.1	-2	0.9	1	1	-0.8
#7 COC(=O)CCCNc1ncccc1[N+](=O)[O-]
    -12	-4	5	5	-0.3	0.5	-9	1	1.1	1.1	0.2
#8 COc1ccccc1Nc1ncnc2ccccc12
    11	34	-2	7	2.7	-0.2	5	1	1	0.9	0.1
#9 CCn1c(SCC(=O)Nc2ncc(C(F)(F)F)cc2Cl)nnc1-c1ccccc1
    -10	-8	0	-13	0.5	-0.4	2	1	1	1	2.8
#10 O=C(c1cccc(S(=O)(=O)N2CCOCC2)c1)N(CCO)Cc1ccccc1
    10	-2	2	.	2.2	-0.3	-4	1	1.2	1	0.7
#11 CC(=NCc1ccco1)c1c(C(F)(F)F)[nH]n(-c2nc3ccccc3s2)c1=O
    -8	9	3	.	0.2	-0.3	5	1	1	1	1.3
#12 Cn1c(SC2C(=O)CC(C)(C)CC2=O)nnc1-c1ccco1
    -9	-8	9	-23	-0.8	-0.1	9	1	0.9	0.9	0.9
#13 CCOc1cc(NC(=O)c2cnccn2)c(OCC)cc1NC(=O)c1ccc(OC)cc1
    .	.	3	-15	.	.	26	0.8	0.5	0.7	.
#14 CC1=C(C(=O)NCc2ccccc2)C(c2ccccc2OCC(N)=O)NC(=O)N1 (stereo unspecified)
    -12	-4	8	-23	2.7	0.1	13	0.9	0.9	0.9	1.2
#15 Cc1oc2cc(O)ccc2c(=O)c1Oc1ccc2ccccc2c1
    7	-11	11	.	2.4	-0.4	-2	1	0.9	1	1.6

3 compounds drawn at random from the list so far:
Values run as follows: TLR4-MyD88 BLA	L major viab	G6PDH counter	S1P3 antag	Redox H2O2 prof	Hsp70 activator	Diaphorase inh	PMI act	PMI act hi M6P	Diaphorase act	RAM inhibit
#2 COc1cc(NS(=O)(=O)c2ccc(N/C=C(\C=O)c3nc4cc(Cl)ccc4o3)cc2)nc(OC)n1
    -9	-6	-4	.	0.3	-0.4	12	1	1	0.9	6.2
#13 CCOc1cc(NC(=O)c2cnccn2)c(OCC)cc1NC(=O)c1ccc(OC)cc1
    .	.	3	-15	.	.	26	0.8	0.5	0.7	.
#12 Cn1c(SC2C(=O)CC(C)(C)CC2=O)nnc1-c1ccco1
    -9	-8	9	-23	-0.8	-0.1	9	1	0.9	0.9	0.9

The listing picks up with the 3 entries that preceded the break.
Values run as follows: TLR4-MyD88 BLA	L major viab	G6PDH counter	S1P3 antag	Redox H2O2 prof	Hsp70 activator	Diaphorase inh	PMI act	PMI act hi M6P	Diaphorase act	RAM inhibit
#13 CCOc1cc(NC(=O)c2cnccn2)c(OCC)cc1NC(=O)c1ccc(OC)cc1
    .	.	3	-15	.	.	26	0.8	0.5	0.7	.
#14 CC1=C(C(=O)NCc2ccccc2)C(c2ccccc2OCC(N)=O)NC(=O)N1 (stereo unspecified)
    -12	-4	8	-23	2.7	0.1	13	0.9	0.9	0.9	1.2
#15 Cc1oc2cc(O)ccc2c(=O)c1Oc1ccc2ccccc2c1
    7	-11	11	.	2.4	-0.4	-2	1	0.9	1	1.6
#16 COC(=O)c1cc(OC)c(OC)cc1NC(=O)c1ccc(C)o1
    1	37	4	.	0.3	-0.4	-5	1	1	1	0.4
#17 COc1ccc(S(=O)(=O)NCCSCc2ccco2)cc1
    6	-5	6	-12	1.7	-0.2	12	0.9	0.9	0.9	2.3
#18 Fc1cccc(Cn2cc(C(=S)N3CCOCC3)c3ccccc32)c1
    -13	17	2	28	-0.2	0.1	18	0.9	1	0.8	3.5
#19 Cc1ccccc1NS(=O)(=O)c1ccc(C(=O)OCC(=O)NCC(C)C)cc1
    -5	4	5	-12	-0.1	0.0	-7	1.1	1.1	1.1	-0.5
#20 COc1ccc(NC(=O)Cn2ncc(Cl)c(Cl)c2=O)cc1S(=O)(=O)N1CCOCC1
    0	87*	5	-8	5.0	-0.3	12	1	1.1	0.9	0.9
#21 COc1cccc(CN(CC(=O)NC2CCCC2)C(=O)Cn2nnc(-c3cccs3)n2)c1
    -13	-1	-28	.	0.9	-0.3	6	1	1	0.9	1.0
#22 COc1cccc(C(C(=O)NC2CCCC2)N(C(=O)c2ccco2)c2ccc(-n3cnnn3)c(C)c2)c1OC (stereo unspecified)
    -8	-10	7	-11	0.6	-0.1	8	1	1.1	0.9	1.0
#23 Cc1ccc(/C=N/NC(=O)CNC(=O)COc2ccc(Cl)cc2)o1
    3	-4	5	8	-0.7	-0.2	6	1.1	1.1	0.9	3.1
#24 Cc1c(Cl)c([N+](=O)[O-])nn1CC(=O)NC1CCCCC1
    13	-2	3	.	-7.8	0.4	9	1	1	0.9	1.0
#25 O=C(Cc1csc(-c2ccccc2)n1)NCc1ccc(F)cc1
    0	0	-16	-9	-0.3	-0.4	7	1	1	0.9	1.2
#26 Cc1ccc(-n2nnnc2SCc2nnc(-c3ccccc3Br)o2)cc1
    -4	1	3	10	-1.9	-0.5	34	0.9	0.7	0.7	10*
#27 Cc1nnc(SCc2ccc(C(=O)O)cc2)s1
    -2	-4	9	.	0.2	-0.2	8	1	1	0.9	0.3
#28 O=C(CCN1C(=O)c2ccccc2C1=O)Nc1nc2ccccc2s1
    2	5	22	-3	-0.1	-0.3	6	0.9	1	0.9	4.3
#29 CCC(=O)N1CCc2cc(S(=O)(=O)NC(C(=O)NC(C)c3ccccc3)C(C)C)ccc21 (stereo unspecified)
    -5	-1	-1	-2	-0.9	-0.3	8	1	1	0.9	4.0
#30 Cn1ccnc1Sc1nc2c(c(=O)n(C)c(=O)n2C)n1C
    -6	1	7	-10	0.0	-0.2	12	1.1	1	0.9	-0.7
#31 COc1cc(C(c2sc3nc(C)nn3c2O)N2CC(C)CC(C)C2)cc(OC)c1OC (stereo unspecified)
    3	-1	2	2	-0.4	-0.2	11	0.9	1	0.9	0.5
#32 CC1CCC(C(C)C)C(OC(=O)CSc2n[nH]c(=O)[nH]c2=O)C1 (stereo unspecified)
    -3	-3	-1	-31	0.0	-0.3	-4	1	1	1	2.4
#33 O=C(CSc1nc2ccccc2n1S(=O)(=O)c1ccccc1)N1CCCC1
    -2	11	-16	-3	0.5	0.1	16	1.1	1.1	0.8	2.0
#34 Cc1cccc(Oc2nc(-c3cccc([N+](=O)[O-])c3)nc3ccccc23)c1C
    10	9	2	.	0.8	-0.2	14	1	0.9	0.9	6.3
#35 CCCN1C/C(=C/c2ccc3c(c2)OCO3)C(=O)/C(=C/c2ccc3c(c2)OCO3)C1
    -7	100*	-21	3	1.9	-0.5	11	0.8	0.9	0.9	0.4
#36 CCOC(=O)c1cc(-c2ccccc2)sc1N
    6	5	8	6	2.1	-0.4	20	0.7	0.9	0.8	0.9
#37 CC(=O)Nc1ccc(NC(=O)Nc2cccc(C)c2C)cc1
    -10	2	-1	-13	-1.3	0.0	-5	1.1	1	1.1	4.5
#38 CCOC(=O)C1CCCN(C(=O)CSc2ccccc2)C1 (stereo unspecified)
    -12	-7	10	11	-0.4	-0.2	11	0.9	0.9	0.9	0.6
#39 CN(C(=O)c1cccc(Nc2ccc(-c3ccc4c(c3)OCCO4)nn2)c1)C1CCCCC1
    2	30	2	.	0.0	-0.1	11	1	1	0.9	0.1
#40 CSc1nc2n(n1)C(c1cccs1)C1=C(CCCC1=O)N2 (stereo unspecified)
    -9	-8	11	-4	0.2	0.0	23	0.8	0.9	0.8	1.9
#41 CC(=NCC1CCCO1)c1c(O)[nH]c(=O)[nH]c1=O (stereo unspecified)
    1	-2	7	-18	-5.0	-0.4	10	1.1	1	0.9	1.5
#42 Cc1ccnc(NC2(C(F)(F)F)N=C(c3ccccc3)NC2=O)c1 (stereo unspecified)
    -4	41	3	.	1.0	-0.1	8	1	1.1	0.9	1.1
#43 Cc1onc(-c2ccccc2Cl)c1C(=O)N1CCOC12CCN(c1cccc(F)n1)CC2
    -4	-1	3	-6	0.2	0.3	11	0.9	0.9	0.9	2.9
#44 O=C(O)c1ccc(S(=O)(=O)N2CCCCCC2)cc1
    6	-10	8	.	0.3	-0.3	17	1	1	0.8	0.7
#45 CCCCCc1c(C)nc(NCc2ccccc2)[nH]c1=O
    8	0	6	20	-2.7	0.0	2	0.9	1	1	4.9
#46 Cc1ccc(NC(=O)CSc2nnc(-c3cnccn3)n2Cc2ccco2)cc1C
    10	4	-24	-16	0.5	0.0	15	0.8	0.9	0.9	3.9

Shown as a hit in RAM inhibit (from the list above):
# | structure | TLR4-MyD88 BLA | S1P3 antag | Redox H2O2 prof | Hsp70 activator | Diaphorase inh | PMI act | PMI act hi M6P | Diaphorase act | RAM inhibit
26 | Cc1ccc(-n2nnnc2SCc2nnc(-c3ccccc3Br)o2)cc1 | -4 | 10 | -1.9 | -0.5 | 34 | 0.9 | 0.7 | 0.7 | 10*
